NR3A LBD binder: NR3A (human) ligand-binding domain modulation | Tm shift relative to glycine control, % at 25 µM | 340,000 tested, 2.5% active | NR3A LBD differential scanning fluorimetry, Tm shift; 0% = protein alone, 100% = glycine-bound protein;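 active = melting temperature shift of at least 10% of the positive control shift, at one fixed dose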
mIAP block: mouse IAP inhibition. 330,000 tested, 0.2% active. purified mouse IAP, CDP-Star luminescence, 30 min. AID 2806. inhibition, % at 10 µM;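 active = inhibition of at least 40% at 10 µM in the primary screen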;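 also: plate controls were DMSO with enzyme for no effect and no enzyme wells for full effect; values of inactives mirror those of a sister screen read the other way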
mIAP activ: increases mouse intestinal alkaline phosphatase activity. muIAP, CDP-Star luminescence, 30 min; hits give high values; 1 = vehicle-only enzyme signal, 0 = enzyme-free wells. activation factor at 10 µM. 330,000 tested, 0.24% active;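 active = activation factor of at least 2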; also: the source names both 10 and 20 µM as test concentration; values of inactives mirror those of a sister screen read the other way
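System: mouse IAP enzyme. Reagent: CDP-Star chemiluminescent phosphatase substrate. Benchmarks: DMSO wells, no-enzyme wells. Times: 30 min enzyme-substrate-compound incubation at room temperature. Detection: luminescence from enzymatic CDP-Star hydrolysis. Doses: test compounds delivered from DMSO solution.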
A3A deaminase: inhibitors of human APOBEC3A DNA deaminase. P31941. recombinant A3A, FAM/TAMRA ssDNA deamination fluorescence. inhibition, % at 20 µM. 330,000 tested, 0.41% active. AID 493011;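 active = at least 40% inhibition at 20 µM here, with at most 30% in a related deaminase screen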;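 also: plate controls were A3A with DMSO for no effect and wells lacking A3A enzyme for full effect; some results filed as inactive read as strong as hits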
Target sequence (P31941 whole entry, looked up): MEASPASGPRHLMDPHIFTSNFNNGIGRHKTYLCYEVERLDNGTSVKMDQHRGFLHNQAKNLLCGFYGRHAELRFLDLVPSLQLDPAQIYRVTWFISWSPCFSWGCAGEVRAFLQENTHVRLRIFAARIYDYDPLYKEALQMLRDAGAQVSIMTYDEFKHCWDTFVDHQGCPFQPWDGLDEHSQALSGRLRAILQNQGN
APOBEC3G inh: inhibitors of human APOBEC3G DNA deaminase | recombinant A3G, ssDNA deamination FAM/TAMRA fluorescence | inhibition, % at 20 µM | 330,000 tested, 0.28% active | AID 493012;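 active = inhibition of at least 40% at 20 µM, with no more than 30% in the related APOBEC3A deaminase screen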;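 also: plate controls were DMSO wells with A3G for no effect and wells lacking A3G enzyme for full effect; some compounds called inactive have numbers as strong as hits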
Target sequence (Q9HC16 whole entry, looked up): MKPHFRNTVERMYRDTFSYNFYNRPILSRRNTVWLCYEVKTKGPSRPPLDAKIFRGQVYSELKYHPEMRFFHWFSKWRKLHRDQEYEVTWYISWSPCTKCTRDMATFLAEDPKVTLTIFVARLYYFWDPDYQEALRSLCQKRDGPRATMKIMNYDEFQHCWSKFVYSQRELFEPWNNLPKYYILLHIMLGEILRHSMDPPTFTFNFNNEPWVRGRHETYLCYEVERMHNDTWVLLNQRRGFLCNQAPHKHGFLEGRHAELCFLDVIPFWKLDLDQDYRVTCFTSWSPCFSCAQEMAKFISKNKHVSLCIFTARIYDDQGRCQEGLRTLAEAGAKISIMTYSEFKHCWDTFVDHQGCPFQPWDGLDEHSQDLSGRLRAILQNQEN
MIN6 prolif: inducers of beta-cell replication in MIN6 cells. proliferation, % at 10 µM. MIN6 cells proliferation, ATPlite luminescence, 48 h; cells starved in 0.2% serum; 100% = growth in 10% serum. 330,000 tested, 0.29% active;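 active = compounds whose signal lies at least 3.5 SD above the mean of all wells on their plate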;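 also: 0% = DMSO-treated cells in low-serum medium and 100% = 10% serum control; some compounds called inactive have numbers as strong as hits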
hIAP inh: blocks human intestinal alkaline phosphatase; P09923; purified IAP, CDP-Star luminescence, 30 min; inhibition, % at 10 µM; 330,000 tested, 0.12% active;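 active = inhibition reaching a set limit with compound at 10 µM in the primary screen, cut at about 35% in these data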;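 also: plate controls were DMSO wells with enzyme for no effect and no-enzyme buffer wells for full effect; values of inactives mirror those of a sister screen read the other way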
Target sequence (P09923 whole entry, looked up): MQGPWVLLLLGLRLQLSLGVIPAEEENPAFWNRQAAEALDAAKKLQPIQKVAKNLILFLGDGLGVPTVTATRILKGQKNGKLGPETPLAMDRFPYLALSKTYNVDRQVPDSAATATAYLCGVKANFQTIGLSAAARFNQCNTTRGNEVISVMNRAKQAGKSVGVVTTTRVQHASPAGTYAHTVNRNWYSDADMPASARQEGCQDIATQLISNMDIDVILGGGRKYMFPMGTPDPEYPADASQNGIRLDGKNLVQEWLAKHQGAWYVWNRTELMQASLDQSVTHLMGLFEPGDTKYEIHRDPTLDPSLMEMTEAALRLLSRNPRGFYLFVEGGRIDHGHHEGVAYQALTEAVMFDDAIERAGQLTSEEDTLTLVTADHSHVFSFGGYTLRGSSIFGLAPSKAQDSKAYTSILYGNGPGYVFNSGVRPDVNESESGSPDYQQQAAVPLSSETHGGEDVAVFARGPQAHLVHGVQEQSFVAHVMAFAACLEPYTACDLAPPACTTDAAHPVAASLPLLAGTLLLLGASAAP
hIAP activ: increases human intestinal alkaline phosphatase activity | P09923 | purified human IAP, CDP-Star luminescence, 30 min; hits give high values; 1 = vehicle-only enzyme, 0 = enzyme-free background | activation factor at 10 µM | 330,000 tested, 0.16% active;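 active = activation factor of the enzyme at least 2-fold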; also: the source names both 10 and 20 µM as test concentration; values of inactives mirror those of a sister screen read the other way
MPTP inh: blocks calcium-induced mitochondrial swelling. isolated mouse mitochondria, Ca2+ swelling absorbance, 30 min. inhibition, % at 10 µM. 360,000 tested, 1.4% active. AID 602449;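 active = inhibition of 50% or more, scaled per plate between neutral and stimulator controls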;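 also: 0% = DMSO wells given calcium and 100% = 1 mM EGTA wells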
Numbers without * were called inactive; & = joins results of further samples. This is a random part of the collection; 5% or so of the library scored in one or more.

O=C(Nc1nncs1)c1cccc(S(=O)(=O)N2CCc3ccccc32)c1 was read as NR3A LBD binder -17, mIAP block 6, mIAP activ 0.94, A3A deaminase -3, APOBEC3G inh -7, MIN6 prolif -3, hIAP inh 5, hIAP activ 0.95 and MPTP inh -0.5.
Screening Cc1cccc(N2CCN(CCNC(=O)c3cc4c(s3)CS(=O)(=O)C4)CC2)c1C returned NR3A LBD binder 0, mIAP block 13, mIAP activ 0.87, A3A deaminase 0, APOBEC3G inh -1, MIN6 prolif -3, hIAP inh -10, hIAP activ 1.1 and MPTP inh 0.7.
`O=C(COC(=O)c1ccco1)NC1CCCC1` gave NR3A LBD binder -1, mIAP block 4, mIAP activ 0.96, A3A deaminase -3, APOBEC3G inh -5, MIN6 prolif 0, hIAP inh -4, hIAP activ 1 and MPTP inh -1.1.
Screening O=C(O)c1cc2ccc3cccc4ccc(c1)c2c34 returned NR3A LBD binder 4, mIAP block 6, mIAP activ 0.94, A3A deaminase -2, APOBEC3G inh -7, MIN6 prolif 0, hIAP inh -6, hIAP activ 1.1 and MPTP inh 0.4.
For O=C(CCNS(=O)(=O)c1cccc2nsnc12)NCc1ccco1 the results were NR3A LBD binder 0, mIAP block 7, mIAP activ 0.93, A3A deaminase -2, APOBEC3G inh -4, MIN6 prolif -3, hIAP inh -4, hIAP activ 1 and MPTP inh 1.0.
Cc1ccc(N2CC(C(=O)Nc3cc(C(F)(F)F)ccc3N3CCCC3)CC2=O)cc1 (stereo unspecified) was read as NR3A LBD binder -2, mIAP block -14, mIAP activ 1.1, A3A deaminase 1, APOBEC3G inh -3, MIN6 prolif -3, hIAP inh -15, hIAP activ 1.1 and MPTP inh -0.6.
`Cc1ccc2[nH]c(=O)c(CN(C)C(=O)c3ccccn3)cc2c1` gave NR3A LBD binder -3, mIAP block 6, mIAP activ 0.94, A3A deaminase 0, APOBEC3G inh -4, MIN6 prolif -1, hIAP inh -23, hIAP activ 1.2 and MPTP inh 1.0.
For CCC(CO)Oc1cc(NCc2ccccc2Cl)c2ncn(C(C)C)c2c1 (stereo unspecified) the results were NR3A LBD binder 4, mIAP block 7, mIAP activ 0.93, A3A deaminase -6, APOBEC3G inh -11, MIN6 prolif -3, hIAP inh 3, hIAP activ 0.97 and MPTP inh -0.2.
Screening Cc1nn(C)c(Cl)c1C(=O)NCC(=O)O returned NR3A LBD binder 0, mIAP block 0, mIAP activ 1, A3A deaminase 0, APOBEC3G inh 1, MIN6 prolif -2, hIAP inh -17, hIAP activ 1.2 and MPTP inh -2.6.
Screening S=C(NC1CCCCC1)NC1CC2CCC(C1)N2Cc1ccccc1 (stereo unspecified) returned NR3A LBD binder 1, mIAP block -30, mIAP activ 1.3, A3A deaminase 0, APOBEC3G inh 2, MIN6 prolif 0, hIAP inh -13, hIAP activ 1.1 and MPTP inh 7.4.
Cc1ccccc1OCC(=O)Nc1nnc(S(=O)(=O)N2CCCC2)s1 was read as NR3A LBD binder -11, mIAP block 17, mIAP activ 0.83, A3A deaminase -1, APOBEC3G inh -4, MIN6 prolif 1, hIAP inh 8, hIAP activ 0.92 and MPTP inh 1.3.
Screening Cc1nn(-c2ccccc2)c2sc(C(=O)N3CCCCC3)cc12 returned NR3A LBD binder -2, mIAP block 5, mIAP activ 0.95, A3A deaminase -7, APOBEC3G inh -10, MIN6 prolif -1, hIAP inh 15, hIAP activ 0.85 and MPTP inh -2.9.
`CS(=O)(=O)N1CCC(Oc2ccccc2C(=O)N2CCCCC2CO)CC1` (stereo unspecified) gave NR3A LBD binder 0, mIAP block -7, mIAP activ 1.1, A3A deaminase 5, APOBEC3G inh -7, MIN6 prolif -1, hIAP inh -11, hIAP activ 1.1 and MPTP inh 4.3.
For CC(C)(C)c1csc(Sc2ccc([N+](=O)[O-])cn2)n1 the results were NR3A LBD binder 3, mIAP block 2, mIAP activ 0.98, A3A deaminase -1, APOBEC3G inh -4, MIN6 prolif -4, hIAP inh 11, hIAP activ 0.89 and MPTP inh 1.6.
For COc1cc(NC(=O)CN2CCCCC2C)c(C)cc1[N+](=O)[O-] (stereo unspecified) the results were NR3A LBD binder 1, mIAP block 9, mIAP activ 0.91, A3A deaminase 2, APOBEC3G inh -3, MIN6 prolif 4, hIAP inh 12, hIAP activ 0.88 and MPTP inh 0.2.
O=C(CCCCCN1C(=O)c2ccccc2C1=O)Nc1ccc2c(c1)OCCO2 was read as NR3A LBD binder -1, mIAP block 4, mIAP activ 0.96, A3A deaminase 1, APOBEC3G inh 0, MIN6 prolif 1, hIAP inh 18, hIAP activ 0.82 and MPTP inh -3.4.
Cc1cc(NC(c2cccnc2)c2ccc3cccnc3c2O)no1 (stereo unspecified) was read as NR3A LBD binder -1, mIAP block -15, mIAP activ 1.1, A3A deaminase -2, APOBEC3G inh -4, MIN6 prolif -4, hIAP inh -26, hIAP activ 1.3 and MPTP inh 0.5.
`CCOc1ccccc1-n1c(SCC(=O)Nc2ccc(CC)cc2)nc2n[nH]c(C)c2c1=N` gave NR3A LBD binder -3, mIAP block -3, mIAP activ 1, A3A deaminase -2, APOBEC3G inh -11, MIN6 prolif -4, hIAP inh -13 and hIAP activ 1.1.
For O=C(C1CCC(CNc2c(N3CCCCC3)c(=O)c2=O)CC1)N1CCCC1 (stereo unspecified) the results were NR3A LBD binder -1, mIAP block -3, mIAP activ 1, A3A deaminase 0, APOBEC3G inh -1, MIN6 prolif -1, hIAP inh -15, hIAP activ 1.2 and MPTP inh -1.8.
CCc1nc(OCC(=O)c2ccccc2)c(C#N)c2c1COC(C)(C)C2 was read as NR3A LBD binder -2, mIAP block -4, mIAP activ 1, A3A deaminase 4, APOBEC3G inh -1, MIN6 prolif 0, hIAP inh 12, hIAP activ 0.88 and MPTP inh 0.1.
For Cc1ccc(CSC2=Nc3sccc3C3=NC(=O)CN23)cc1 the results were NR3A LBD binder -1, mIAP block 13, mIAP activ 0.87, A3A deaminase -4, APOBEC3G inh -5, MIN6 prolif -6, hIAP inh 6, hIAP activ 0.94 and MPTP inh 7.1.
Screening CCC(CC)C(=O)Nc1c2c(nn1-c1ccc(OC)cc1)CS(=O)(=O)C2 returned NR3A LBD binder -1, mIAP block 4, mIAP activ 0.96, A3A deaminase 0, APOBEC3G inh -9, MIN6 prolif -1, hIAP inh 9, hIAP activ 0.91 and MPTP inh -0.4.
Screening CC(=O)OCc1c(C(F)(F)F)nn(C)c1Sc1ccccc1 returned NR3A LBD binder 1, mIAP block -4, mIAP activ 1, A3A deaminase -1, APOBEC3G inh -2, MIN6 prolif 3, hIAP inh -5, hIAP activ 1.1 and MPTP inh -0.6.
For CCCCCCCC(=O)Nc1ccc(C(=O)N/N=C/c2cccc([N+](=O)[O-])c2)cc1 the results were NR3A LBD binder -1, mIAP block -1, mIAP activ 1, A3A deaminase 4, APOBEC3G inh 3, MIN6 prolif -3, hIAP inh 0, hIAP activ 1 and MPTP inh -0.7.
For COc1ccc(N(CC(=O)N2CCOCC2)S(C)(=O)=O)cc1 the results were NR3A LBD binder 0, mIAP block -3, mIAP activ 1, A3A deaminase 0, APOBEC3G inh -1, MIN6 prolif -1, hIAP inh -24, hIAP activ 1.2 and MPTP inh -1.1.
COc1ccc(C(=O)OCC(=O)c2cc(OC)ccc2OC)c(OC)c1 was read as NR3A LBD binder 3, mIAP block 11, mIAP activ 0.89, A3A deaminase 3, APOBEC3G inh -4, MIN6 prolif 1, hIAP inh -6, hIAP activ 1.1 and MPTP inh 0.2.
COc1ccccc1CNC(=O)c1ccc(S(=O)(=O)N2CCCC2)cc1 was read as NR3A LBD binder -2, mIAP block 7, mIAP activ 0.93, A3A deaminase -1, APOBEC3G inh -3, MIN6 prolif -1, hIAP inh 9, hIAP activ 0.91 and MPTP inh 0.5.
`COc1ccc([N+](=O)[O-])cc1/C=N/NC(=O)Cc1ccccc1` gave NR3A LBD binder -2, mIAP block 8, mIAP activ 0.92, A3A deaminase 1, APOBEC3G inh 1, MIN6 prolif 1, hIAP inh -20, hIAP activ 1.2 and MPTP inh 0.1.
`CCOC(=O)N1CCC(Nc2c(NCCN3CCN(c4cccc(Cl)c4)CC3)c(=O)c2=O)CC1` gave NR3A LBD binder 1, mIAP block -2, mIAP activ 1, A3A deaminase -2, APOBEC3G inh -8, MIN6 prolif 3, hIAP inh 14, hIAP activ 0.86 and MPTP inh -0.4.
For C=C(C)COc1ccc(-c2n[nH]c(C)c2-c2ccccc2OC)c(O)c1 the results were NR3A LBD binder 2, mIAP block 6, mIAP activ 0.94, A3A deaminase -5, APOBEC3G inh -8, MIN6 prolif -6, hIAP inh -43, hIAP activ 1.4 and MPTP inh -0.1.
`Cc1cc(C)cc(NC(=O)COC(=O)COc2ccc(N(C)S(=O)(=O)c3cccs3)cc2)c1` gave NR3A LBD binder 1, mIAP block -6, mIAP activ 1.1, A3A deaminase 6, APOBEC3G inh -8, MIN6 prolif -5, hIAP inh -13, hIAP activ 1.1 and MPTP inh -1.4.
For O=C(O)c1cc(O)ccc1NC(=O)C1CCCO1 (stereo unspecified) the results were NR3A LBD binder -3, mIAP block -6, mIAP activ 1.1, A3A deaminase -6, APOBEC3G inh -4, MIN6 prolif -1, hIAP inh 2, hIAP activ 0.98 and MPTP inh -1.1.
`Cc1c(NC(=O)c2c(F)cccc2F)c(=O)n(-c2ccccc2)n1C` gave NR3A LBD binder -3, mIAP block -2, mIAP activ 1, A3A deaminase -1, APOBEC3G inh -5, MIN6 prolif 1, hIAP inh -14, hIAP activ 1.1 and MPTP inh 0.2.
Screening Cc1ccc(C2=NN3C(=O)c4ccccc4C3C2)cc1 (stereo unspecified) returned NR3A LBD binder 0, mIAP block 3, mIAP activ 0.97, A3A deaminase -2, APOBEC3G inh -5, MIN6 prolif -1, hIAP inh -26, hIAP activ 1.3 and MPTP inh 1.4.
CS/C(=N\S(=O)(=O)c1cccs1)NC(=O)CSc1nc2ccccc2s1 was read as NR3A LBD binder -9&-9, mIAP block 11, mIAP activ 0.89, A3A deaminase 0, APOBEC3G inh 24, MIN6 prolif -2, hIAP inh 13, hIAP activ 0.87 and MPTP inh -3.0&-1.6.
COc1ccccc1N1CCN(S(=O)(=O)CCNC(=O)C23CC4CC(CC(C4)C2)C3)CC1 was read as NR3A LBD binder 3, mIAP block -1, mIAP activ 1, A3A deaminase -1, APOBEC3G inh -3, MIN6 prolif -1, hIAP inh 28, hIAP activ 0.72 and MPTP inh 1.9.
Cc1ccc(S(=O)(=O)N(C)C)cc1NC(=O)COC(=O)/C=C/c1cccs1 was read as NR3A LBD binder -1, mIAP block 8, mIAP activ 0.92, A3A deaminase 26, APOBEC3G inh -8, MIN6 prolif 1, hIAP inh 9, hIAP activ 0.91 and MPTP inh -1.3.
COc1ccccc1CN(Cc1nc2ccccc2c(=O)[nH]1)C(=O)Nc1ccc(C)cc1 was read as NR3A LBD binder -8, mIAP block 11, mIAP activ 0.89, A3A deaminase 2, APOBEC3G inh -3, MIN6 prolif -2, hIAP inh 5, hIAP activ 0.95 and MPTP inh 0.8.
`O=C(c1cc2sccc2n1Cc1ccccc1)N1CCCc2ccccc21` gave NR3A LBD binder 2, mIAP block -2, mIAP activ 1, A3A deaminase 0, APOBEC3G inh -2, MIN6 prolif -3, hIAP inh 6, hIAP activ 0.94 and MPTP inh 3.2.
`COc1ccccc1N1CCN(c2ccc(-c3ccccc3)nn2)CC1` gave NR3A LBD binder 1, mIAP block 3, mIAP activ 0.97, A3A deaminase 18, APOBEC3G inh 3, MIN6 prolif -4, hIAP inh 16, hIAP activ 0.84 and MPTP inh -1.1.

Screens deposited in PubChem by Sanford-Burnham Center for Chemical Genomics.
